Screens (PubChem BioAssay)
SF1 activator – activators of human nuclear receptor SF-1 | Q13285 | CHO-K1 Gal4-SF-1 LBD luciferase reporter; % increase over DMSO SF-1-specific signal | activation, % at 10 µM | hit rate 1.9% among 65,000;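 active = activation above the mean activation of all tested compounds plus 3 SD, cut at about 50% in these data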
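Test system: CHO-K1 cells with Gal4–hSF-1 LBD chimera plus Gal4-driven luciferase; Input: 4,000 cells/well; Compound: 10 µM only; Times: 20 h compound treatment, 37 °C; Measured by: steady-glow luciferase luminescence, read after 15 min reagent incubation; Measure: percent activation versus DMSO; Control set: DMSO and mock-transfected background; Replicates: one test per compound.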
tolC growth inh – growth inhibitors of E. coli BW25113 tolC mutant; OD615; growth inhibition, % at 10 µM (by protocol); hit rate 2.2% among 65,000; AID 573;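 active = growth inhibition at or above a cutoff equal to the mean over every tested compound plus 3 SD, cut at about 60% in these data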;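 also: growth measured after 20 h incubation at 37 °C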
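Doses: one dose of 10 µM final / Material: E. coli BW25113 ΔtolC::kan, tolC deletion mutant strain / Buffer or medium: LB with kanamycin 50 µg/mL / Evaluation: percent growth inhibition / Detection: optical density read at 615 nm / Incubation: 37 °C, 20 h exposure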
TNAP act DEA – human TNAP activation, intermediate phosphate acceptor; activation factor at 20 µM; purified TNAP, CDP-star luminescence, 100 mM DEA, 30 min; hits give high values; scale: 0 levamisole-inhibited, 1 vehicle-only enzyme; P05186; 64,000 tested, under 10 active;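 active = activation factor of at least 2 at 20 µM, relative to controls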
Target sequence (P05186 whole entry, looked up): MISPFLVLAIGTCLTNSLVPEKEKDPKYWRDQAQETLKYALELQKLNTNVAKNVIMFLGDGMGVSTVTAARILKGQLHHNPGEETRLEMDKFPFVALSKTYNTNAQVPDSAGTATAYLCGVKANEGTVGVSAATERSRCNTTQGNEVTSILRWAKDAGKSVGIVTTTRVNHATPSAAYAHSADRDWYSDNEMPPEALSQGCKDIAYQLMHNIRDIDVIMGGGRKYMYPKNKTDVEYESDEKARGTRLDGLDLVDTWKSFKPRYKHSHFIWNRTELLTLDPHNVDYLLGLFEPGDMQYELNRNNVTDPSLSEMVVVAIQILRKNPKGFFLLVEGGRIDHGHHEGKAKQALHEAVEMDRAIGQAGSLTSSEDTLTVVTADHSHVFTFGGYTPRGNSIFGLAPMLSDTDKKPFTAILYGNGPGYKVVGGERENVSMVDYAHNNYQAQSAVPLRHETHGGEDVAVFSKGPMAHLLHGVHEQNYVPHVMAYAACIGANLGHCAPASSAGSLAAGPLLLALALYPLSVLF
NADH enzymes – inhibition of NAD/NADH coupling enzymes, library profiling; coupled PK/LDH NADH assays, four targets; IC50, µM (titrated, usually from 10 µM), for the others: at the top dose inhibition; hit rate 0.02% among 65,000; AID 774;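 active = single-dose screening hits from any of four coupled enzyme assays that gave an IC50 when retested across doses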;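 also: the DPM-DC format reads NADH fluorescence rather than 340 nm absorbance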
Jurkat tox 60K – cytotoxicity toward Jurkat cells | inhibition, % at 4 µM | hit rate 1.2% among 56,000 | AID 463 | Jurkat E6.1 viability, ATP luminescence, 48 h;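 active = inhibition above the mean inhibition of all tested compounds plus 3 SD, cut at about 28% in these data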
D1 allo mod – allosteric modulators of human D1 dopamine receptor; P21728; HEK293 D1, CRE-luciferase, dopamine EC30 potentiation; actives deviate in either direction; B-score at 10 µM; hit rate 5.9% among 58,000;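 active = luminescence count or its row- and column-corrected plate score outside the 99.7% band of the plate's sample wells, on either side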
Target sequence (P21728 whole entry, looked up): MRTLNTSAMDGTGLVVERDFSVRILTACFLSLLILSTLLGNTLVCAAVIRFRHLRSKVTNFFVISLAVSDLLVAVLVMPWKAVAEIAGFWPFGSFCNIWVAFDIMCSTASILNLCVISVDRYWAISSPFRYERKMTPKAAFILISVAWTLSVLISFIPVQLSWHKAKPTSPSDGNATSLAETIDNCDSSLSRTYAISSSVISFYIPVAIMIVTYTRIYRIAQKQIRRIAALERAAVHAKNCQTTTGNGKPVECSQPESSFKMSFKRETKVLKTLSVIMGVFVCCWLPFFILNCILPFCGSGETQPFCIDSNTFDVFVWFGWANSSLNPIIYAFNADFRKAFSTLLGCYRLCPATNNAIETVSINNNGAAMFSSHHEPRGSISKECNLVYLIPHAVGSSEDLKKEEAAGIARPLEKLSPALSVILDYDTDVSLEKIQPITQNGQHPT
M1 antagonist – M1 muscarinic receptor (rat) antagonism; P08482; hit rate 3.4% among 64,000; B-score at 10 µM; CHO-M1 cells, Fluo-4 calcium, ACh EC80 antagonist mode; hits give low values; AID 628;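 active = calcium fluorescence response, raw or row-and-column corrected B-score, differing from the plate sample mean either way at a set confidence level, mostly lower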
HEK293 NFkB inh – inhibitors of the PMA/ionomycin-induced NF-kB reporter in HEK293 cells; hit rate 0.21% among 62,000; HEK-293 NF-kB luciferase reporter, luminescence; inhibition, % at 3 µM;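 active = inhibition above the mean of all tested compounds plus 3 SD, cut at about 40% in these data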;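 also: 0% = stimulated DMSO wells and 100% = 10 µM reference inhibitor 5653914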
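Reagent: PMA plus ionomycin mix as NF-kB-activating stimulus. Assay system: NF-kB luciferase reporter HEK-293 cells. Technique: luminescence from luciferase substrate reagent. Incubation: 1 h compound pre-incubation, 16 h PMA/ionomycin at 37 °C. Benchmarks: DMSO only as uninhibited control, 10 µM reference inhibitor as full inhibition. Repeats: tested once.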
M1 agonist – agonists of M1 muscarinic receptor; CHO-M1 cells, Fluo-4 calcium fluorescence, agonist mode; hits give high values; AID 626; B-score at 10 µM; hit rate 3% among 64,000;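 active = fluorescence rise, raw or as B-score row- and column-corrected plate score, outside the 99.7% band of its plate's samples, either direction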
* marks the source's active call; other numbers are inactive results; . = no result given; [ ] = remark or other dose.

item	SMILES	SF1 activator	tolC growth inh	TNAP act DEA	NADH enzymes	Jurkat tox 60K	D1 allo mod	M1 antagonist	HEK293 NFkB inh	M1 agonist
1	CCCC(c1nnnn1CS(=O)(=O)c1ccc(C)cc1)N1CCN(c2ccc(F)cc2)CC1 (configuration not stated)	1.3	-0.5	0.9	7.0%	-2.0	.	.	18.8	.
2	CN(CCc1ccccn1)S(=O)(=O)c1ccc(F)cc1	-9.6	-29.2	0.9	11.0%	5.8	-0.268	-0.0826	8.4	-0.419
3	COc1ccc2nc(C)cc(N3CC(C)OC(C)C3)c2c1 (configuration not stated)	-3.2	-3.1	0.9	3.0%	-7.7	-0.796	-0.102	1.6	0.85
4	O=C(c1cnn2ccccc12)N(Cc1ccco1)C1CCCC1	-3.6	6.4	1	4.0%	-2.4	0.363	-4.56*	8.2	-0.0773
5	O=C(NC(C(=O)c1ccccc1)N1CCOCC1)c1cccs1 (configuration not stated)	27.8	-9.5	0.9	1.0%	2.9	-1.01	0.74	1.1	-0.525
6	CCOC(=O)CSc1nc2cc(OCC)ccc2cc1C#N	2.1	1.8	0.9	13.0%	-4.7	2.28	-0.242	-5.4	-1.05
7	COc1ccc(OC)c(C2=Nn3c(nnc3C3CCCCC3)SC2)c1	-1.8	18.2	0.8	3.0%	.	15.6*	0.609	.	0.443
8	COc1ccccc1C(=O)C(O)c1ccccc1OC (configuration not stated)	-5.1	-7.4	0.9	1.0%	.	-0.24	0.307	10.1	1.26
9	O=C(CCCSc1nc2ccccc2s1)NCc1ccco1	-30.9	13.9	0.9	3.0%	.	-0.471	-0.277	18.4	-0.028
10	Cc1ccc(N(C(=O)Nc2ccccc2)C2=NCC(C)S2)cc1 (configuration not stated)	6.2	56.1	.	2.0%	-5.0	-0.842	0.216	0.0	-0.628
11	COc1cc(S(=O)(=O)N(Cc2cccnc2)Cc2ccco2)ccc1-n1cnnn1	9.3	5.0	0.9	9.0%	7.0	.	1.25	3.7	-0.719
12	Cc1nc(-c2coc3cc(OCC(=O)O)ccc3c2=O)cs1	-16.7	10.6	0.9	1.0%	.	-3.08	-0.0428	.	-0.119
13	N#Cc1cc2cc3c(cc2nc1N1CCOCC1)OCO3	-10.6	-12.1	1	5.0%[fluoresces]	-0.4	-0.508	-1.85	4.9	0
14	CC(=O)C1=C(O)C(=O)N(c2cc(C(C)(C)C)on2)C1c1ccc(C(C)C)cc1 (configuration not stated)	-2.0	20.1	0.9	9.0%	-10.0	0.434	-0.341	-1.7	0.144
15	CCOCC(=O)Nc1ccc(-c2cn3cccnc3n2)cc1	9.3	-16.6	0.9	7.0%[fluoresces]	.	-0.294	-0.362	0.4	-0.0898
16	COc1ccc(S(=O)(=O)N2CCCC(C(=O)NCc3ccncc3)C2)cc1 (configuration not stated)	-6.8	-0.3	0.9	6.0%	1.0	-0.927	0.0667	5.3	0.0672
17	Cc1nc2sc(C(c3ccco3)N3CCN(c4ccccc4)CC3)c(O)n2n1 (configuration not stated)	20.0	8.0	1.1	7.0%	-6.3	0.212	0.272	13.2	0.835
18	CCOC(=O)c1cc2n(n1)C(C(F)(F)C(F)(F)F)CC(C)N2 (configuration not stated)	0.5	-8.7	1	2.0%	-4.5	0.41	0.0257	12.8	-0.191
19	Cc1ccc(CCNC(=O)C2CCCN(c3nc4ccccc4o3)C2)cc1 (configuration not stated)	-6.6	21.9	0.9	7.0%	-6.8	-0.188	-0.988	14.3	7.46*
20	O=C(NC(Cc1c[nH]c2ccccc12)c1nnc2n1CCCCC2)c1cccs1 (configuration not stated)	0.7	-16.5	0.9	5.0%	6.7	0.544	-0.196	10.6	0.144
21	COC(=O)c1ccc(NC(=O)c2ccco2)cc1	85.3*	-16.0	1	2.0%	-13.7	-1.96	0.655	-28.7	-0.218
22	Clc1ccc(C2Nc3ccccc3-n3cccc32)cc1 (configuration not stated)	11.6	-11.5	0.9	0.0%[fluoresces]	-1.9	2.06	-0.00635	4.4	-1.5
23	Nc1nc(-c2ccccc2)nn1C(=O)Cc1ccccc1	0.3	-12.4	0.8	2.0%	2.8	0.15	0.5	18.9	-0.441
24	COc1ccc2c(c1OC)C(=O)OC2c1c(O)nc(SC)n(-c2ccccc2)c1=O (configuration not stated)	2.9	6.8	0.9	4.0%	.	.	-0.895	.	0.607
25	Cc1ccc(O)c(C(=O)c2cc(C#N)c(=O)n(CC3CCCO3)c2)c1 (configuration not stated)	-0.5	-11.6	0.8	5.0%	1.1	-0.529	0.108	10.2	0.599

Part of the list above, showing only NADH enzymes.
| entry | Structure | NADH enzymes |
| --- | --- | --- |
| 3 | COc1ccc2nc(C)cc(N3CC(C)OC(C)C3)c2c1 (configuration not stated) | 3.0% |
| 4 | O=C(c1cnn2ccccc12)N(Cc1ccco1)C1CCCC1 | 4.0% |
| 5 | O=C(NC(C(=O)c1ccccc1)N1CCOCC1)c1cccs1 (configuration not stated) | 1.0% |
| 6 | CCOC(=O)CSc1nc2cc(OCC)ccc2cc1C#N | 13.0% |

(further entries)
item	SMILES	SF1 activator	tolC growth inh	TNAP act DEA	NADH enzymes	Jurkat tox 60K	D1 allo mod	M1 antagonist	HEK293 NFkB inh	M1 agonist
26	CC1=C(C(N)=O)C(c2ccccn2)n2nc(SCc3ccccc3)nc2N1 (configuration not stated)	-9.2	6.3	0.9	4.0%	.	1.14	-0.186	-11.7	-0.282
27	Nc1ncnc2c1ncn2CCOc1ccccc1	22.3	2.0	0.9	4.0%	-1.8	4.9*	-0.735	10.0	-0.54
28	O=C(CSc1nc2cccnc2n1Cc1ccccc1)NCc1ccco1	7.6	7.6	0.9	6.0%	7.3	.	0.00443	15.4	-0.159
29	CC1Cc2ccccc2N1C(=O)CSC1=NCCS1 (configuration not stated)	-1.2	6.0	0.9	5.0%	.	0.482	-0.61	5.6	-0.00393
30	CCCc1cc(=O)[nH]c(SCC(=O)N(CC(C)C)C2CCS(=O)(=O)C2)n1 (configuration not stated)	-3.0	-0.3	0.9	3.0%	6.3	-0.204	0.334	16.8	0.91
31	COC(=O)CSc1nc(N2CCOCC2)c2c(c1C#N)CC(C)(C)N(C)C2	-10.8	-7.4	0.9	11.0%	-8.8	0.0225	-0.059	5.3	0.139
32	CC1(C)SC2c3ccccc3C(=O)N2[C@@H]1C(=O)NCc1ccco1 (some centres not stated)	0.5	-20.2	0.9	5.0%	-7.2	-0.796	0.445	8.7	-1.99
33	CCCCCn1c(CN2CCN(C(=O)OCC)CC2)nc2c1c(=O)[nH]c(=O)n2C	3.5	-3.5	0.9	4.0%	4.9	-0.082	-0.595	8.2	-0.0504
34	CN=c1sc(C(=O)Nc2cccc(Cl)c2)cc(=O)n1C	-9.6	-2.5	1	3.0%	7.9	-0.287	0.372	8.5	0.00747
35	Cc1ccc(C(CC(=O)N2CCOCC2)c2ccco2)cc1 (configuration not stated)	-8.1	4.5	0.9	8.0%	3.5	-0.154	-0.622	1.2	0.109
36	CCOc1ccc(NC(=O)CN(C)S(=O)(=O)c2cccs2)cc1	40.7	-11.2	0.9	3.0%	.	-0.589	0.136	10.8	-1.33
37	COc1ccc(N2CC(C(=O)OCC(=O)c3cccc(OC)c3)CC2=O)cc1 (configuration not stated)	6.5	-20.6	0.9	14.0%	-8.8	-0.0141	-0.0811	9.3	0.723
38	CC(=O)c1cn(CC(=O)NCC2CCCO2)c2ccccc12 (configuration not stated)	-1.9	-18.1	1	5.0%	-2.3	-0.125	0.464	16.9	-0.514
39	Cn1c(=O)[nH]c(=O)c2c1nc(Br)n2Cc1ccccc1F	-4.6	-9.2	0.9	2.0%	2.5	4.23	0.862	19.7	-0.819
40	CN1CCc2c(C#N)c(N3CCCCC3)nc(N3CCOCC3)c2C1	-16.4	3.0	0.9	6.0%	.	.	-0.375	.	-1.29
41	CN=C1c2cc3c(Br)c(OC)ccc3n2CCN1C	5.8	11.1	0.8	3.0%	.	-0.471	-1.98	.	-0.00661
42	CCc1ccccc1NC1c2ccccc2C(=O)N1Cc1ccco1 (configuration not stated)	3.8	33.5	0.9	3.0%	1.0	-0.00986	-2.16*	17.6	2.19
43	CN1CCN(S(=O)(=O)c2cccc(S(=O)(=O)c3ccc(Cl)c(Cl)c3)c2)CC1	-8.5	14.1	0.9	13.0%	.	-0.922	-0.0333	10.8	-0.4
44	COCc1[nH]nc2c1C(c1cccc(OC)c1)C(C#N)=C(N)O2 (configuration not stated)	-2.1	4.4	0.9	3.0%	.	0.019	-0.255	.	-0.842
45	Cn1cccc1Cc1nnc(SCC(=O)NCc2ccc3c(c2)OCO3)n1CCc1ccccc1	-5.8	3.0	1	7.0%	1.6	-0.473	0.733	23.8	0.919
46	CC1CCCCC1NC(=O)CSc1nnnn1-c1ccccc1 (configuration not stated)	-0.5	7.1	0.9	1.0%	-3.3	0.000508	0.33	9.7	-0.374
47	Cc1cc(NC(=O)COC(=O)C2CCN(S(=O)(=O)c3ccc(Cl)cc3)CC2)no1	-7.3	16.8	0.9	7.0%	.	0.406	-0.00855	10.0	-0.654
48	COCCN(Cc1cc2cc3c(cc2[nH]c1=O)OCO3)C(=O)c1cccs1	-0.4	-9.9	1	17.0%	-2.8	.	0.497	2.8	-0.43
49	NC(=O)c1c(NC(=O)CSc2nnc(Cc3ccccc3)n2Cc2ccco2)sc2c1CCC2	4.4	33.9	1	11.0%	4.4	.	-1.82	7.0	7.28*
50	O=C(Nc1ccc(Cl)cc1C(=O)O)c1ccc2c(c1)C(=O)N(Cc1ccco1)C2=O	9.3	49.2	0.9	2.0%	-4.0	-0.634	1.29	11.9	1.52
51	CCOC(=O)CSc1nc2sc3c(c2c(=O)n1CC)CC(C)(C)OC3	.	13.1	1	5.0%	.	5.9*	-0.602	.	-0.522
